Screening data as filed in PubChem.
Lipid droplet: modulators of hepatic lipid droplet formation. AML12 mouse hepatocytes, oleate lipid droplets, BODIPY imaging. inhibition, % at 6.5 µM. hit rate 0.4% among 240,000. AID 1656;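 active means lipid droplet intensity inhibited by at least 50%, with more than 500 cells counted; inconclusive means wells with under 300 cells, treated as cytotoxic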
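Material – mouse AML12 hepatocyte cell line, fixed after treatment · Compound dosing – one dose, 6.5 µM compound · Times – compound with oleate, overnight · Measured by – Image-based BODIPY and DAPI two-channel analysis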
NS5 inhibitors: flavivirus cap methylation enzyme inhibition – biochemical, confirmation dose response, primary screen (AID 588689) | Dengue-2 NS5 methyltransferase capping enzyme assay, biochemical; higher % means a stronger effect | hit rate 0.3% among 340,000 | inhibition, % at 25 µM, or IC50 in µM where a hit was titrated; in the data active means a potency from the dose series; inconclusive means inhibition above about 29% without an active follow-up result
HEK293 NOD2/NF-kB: NOD2 signaling inhibitors, cell-based, luminescence, uHTS, HEK293 (AID 1566); HEK293 NOD2/NF-kB luciferase reporter, luminescence; higher % means a stronger effect; inhibition, % at 4 µM; hits with a dose series show EC50 in µM; hit rate 0.63% among 290,000; further: many of its hits are not listed in these tables
Siah-1 displacement: blockers of Siah-1 interaction with plectin peptide – biochemical, fluorescence polarization, rhodamine-plectin, uHTS, primary screen (AID 1817) | Siah-1 / rhodamine-plectin peptide fluorescence polarization; higher % means a stronger effect | displacement, % at 20 µM; hits with a dose series show IC50 in µM | hit rate 0.02% among 290,000;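 active means displacement of at least 50% at 20 µM, with a fluorescence ratio check between 0.3 and a set limit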;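 further: plate controls were Siah plus tracer with DMSO for no effect and tracer alone without Siah for full effect; strong numbers were not always called active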
HIV fusion peptide: cell-free HIV fusion peptide-binding blockers – biochemical, uHTS, fluorescence dequenching, primary screen (AID 1986); cell-free peptide binding, fluorescence dequenching, 30 min; higher % means a stronger effect; hit rate 0.3% among 290,000; one-dose inhibition, % at 20 µM; IC50 in µM for titrated hits; in the data active means inhibition mostly above about 52%, no sharp cut-off; inactive means mostly below about 76%; further: some results filed as inactive read as strong as hits
XIAP displacement: small molecules displacing peptide from XIAP – biochemical, IAP family, fluorescence polarization (AID 1018). XIAP BIR domain, fluorescence polarization peptide displacement; higher % means a stronger effect. displacement, % at 20 µM, or IC50 in µM where a hit was titrated. hit rate 0.007% among 200,000; in the data active means displacement above about 50%; further: a part of the inactive calls stands beside numbers as strong as those of hits
LYP inhibition: inhibitors of LYP phosphatase, biochemical, fluorescence intensity, uHTS (AID 1779); one-dose inhibition, % at 11.5 µM; IC50 in µM for titrated hits; recombinant LYP phosphatase, fluorescence intensity; higher % means a stronger effect; hit rate 0.054% among 290,000;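 further: plate controls were vehicle with enzyme for no effect and no enzyme for full effect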
Myeloid diff 2: myeloid differentiation induction; ER-HoxA9 myeloid progenitors, lysozyme-GFP differentiation, flow cytometry; calls only at 10 µM; hit rate 1% among 360,000;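 active means normalized GFP-positive differentiation at or above the plate's own cutoff, the solvent-only control mean plus 3 SD; inconclusive means no clear call, values can overlap the other calls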;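 further: cells exposed to compound for four days before flow analysis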
AID2073: disruptors of CaV2.2 binding to Mint1 – biochemical, HTRF (AID 2073); one-dose inhibition, % at 20 µM; IC50 in µM for titrated hits; HTRF protein-protein interaction, Mint1-CaV2.2; higher % means a stronger effect; hit rate 0.19% among 290,000; in the data active means inhibition mostly above about 51%, no sharp cut-off; inconclusive means no clear call, values can overlap the other calls; inactive means mostly below about 53%; further: some results filed as inactive read as strong as hits
Lipid droplet cells 6.5 µM: also measured in Lipid droplet; calls as there; cell count; measured here: cell count, cytotoxicity flag;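 cells counted across two imaged fields per well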
NS5 inhibitors pilot replicate: recorded beside NS5 inhibitors, whose call it bears; inhibition, %; measured here: pilot screen replicate inhibition
Myeloid diff 2 GFP+ MAC1+ %: recorded beside Myeloid diff 2, whose call it bears; GFP+ MAC1+ double positive, %; measured here: differentiation confirmed by MAC1 staining
An asterisk follows results filed as active; i = inactive; ? = inconclusive; · = no result given. Unless noted, no stated cut-off is given here; in the data, active means inhibition above about 50%; inactive means the rest.

SMILES | Lipid droplet | Lipid droplet cells 6.5 µM | NS5 inhibitors | HEK293 NOD2/NF-kB | Siah-1 displacement | HIV fusion peptide | XIAP displacement | LYP inhibition | Myeloid diff 2 | Myeloid diff 2 GFP+ MAC1+ % | AID2073 | others
Cc1ccccc1N1CCN(C2CCCN(C(=O)c3csc(C(C)C)n3)C2)CC1 (configuration not stated) | -17 | 747 | -2% | 4% | 13% | -1.0% | · | -10% | i | 0.3 | 10%
CCOc1ccc(OCC)c(NC(=O)C2CCCN(S(=O)(=O)c3ccc(C)cc3)C2)c1 (configuration not stated) | -10 | 785 | -5% | 19% | -1% | -0.1% | · | -1% | i | 1.7 | -1%
COc1cccc(NC(=O)COc2cccc(-n3cnnn3)c2)c1 | -17 | 684 | -5% | 1% | 1% | 0.9% | -3.5% | 1% | i | 1.6 | 5%
C#CCOc1c(/C=C\c2nc(O)c([N+](=O)[O-])c(=O)[nH]2)cc(Br)cc1OC | -3 | 789 | 74µM* | 9% | 8% | 9.5% | · | -2% | i | 0.7 | 7%
COc1cc2c(cc1OC)C(C)N(C(=O)c1cc3c(C)cc(C)cc3[nH]1)CC2 (configuration not stated) | 37 | 834 | -6% | -5% | 2% | 1.4% | · | 2% | i | 1.8 | 1%
CN(CCOc1ccccc1)C(=O)CCc1nc2sc3c(c2c(=O)[nH]1)CCCC3 | -9 | 700 | -1% | 13% | -4% | 4.7% | · | -2% | i | 0.0 | 9%
Cc1ccc(NC(=O)COC(=O)C2CCC(=O)N2)c([N+](=O)[O-])c1 (configuration not stated) | 7 | 700 | -2% | 6% | -5% | -1.4% | 4.2% | -5% | i | 0.2 | 13%
COc1ccc(NC(=O)c2ccc3c(=O)n(Cc4ccco4)c(=S)[nH]c3c2)c(OC)c1 | · | · | -10% | 34% | 41% | -0.6% | -22% | 6% | i | 0.4 | 8%
O=C(c1ccc(F)cc1)c1ccc(N2CCCC2)cc1 | 13 | 807 | -17% | -38% | -3% | -0.7% | 1.9% | -6% | i | 1.0 | 16%
COc1cccc(C2NC(=O)NC(C)=C2C(=O)Nc2cccc(C)c2C)c1 (configuration not stated) | · | · | 0% | 8% | -1% | -0.1% | -12% | -10% | i | 0.5 | 3%
CC(=O)Nc1cccc(NC(=O)COc2nncc3ccccc23)c1 | -22 | 623 | -2% | 5% | 9% | 1.1% | -4.0% | -1% | i | 0.3 | 2%
O=C1C(=O)N(CCO)C(c2cccc(F)c2)/C1=C(\O)c1ccc(Cl)cc1 (configuration not stated) | · | · | 6% | 24% | 4% | -1.9% | -2.1% | -7% | i | 1.4 | 5%
COc1ccc(Br)cc1CNCCSc1nnnn1C | · | · | 0% | 16% | 3% | 3.9% | 0.8% | -11% | i | 0.9 | 6%
CN(Cc1ccon1)C(=O)CC1C(=O)NCCN1Cc1cccc(Oc2ccccc2)c1 (configuration not stated) | 1 | 691 | -3% | -3% | 7% | 9.0% | -2.4% | -2% | i | 0.6 | 3%
CCC(=O)NCCc1nc2ccccc2[nH]1 | 14 | 761 | 2% | -9% | -6% | -1.9% | -6.8% | -8% | i | 1.4 | 2%

9 compounds already listed, arranged by SMILES length, low to high.
SMILES | Lipid droplet | Lipid droplet cells 6.5 µM | NS5 inhibitors | HEK293 NOD2/NF-kB | Siah-1 displacement | HIV fusion peptide | XIAP displacement | LYP inhibition | Myeloid diff 2 | Myeloid diff 2 GFP+ MAC1+ % | AID2073 | others
COc1ccc(Br)cc1CNCCSc1nnnn1C | · | · | 0% | 16% | 3% | 3.9% | 0.8% | -11% | i | 0.9 | 6%
COc1cccc(NC(=O)COc2cccc(-n3cnnn3)c2)c1 | -17 | 684 | -5% | 1% | 1% | 0.9% | -3.5% | 1% | i | 1.6 | 5%
CC(=O)Nc1cccc(NC(=O)COc2nncc3ccccc23)c1 | -22 | 623 | -2% | 5% | 9% | 1.1% | -4.0% | -1% | i | 0.3 | 2%
Cc1ccccc1N1CCN(C2CCCN(C(=O)c3csc(C(C)C)n3)C2)CC1 (configuration not stated) | -17 | 747 | -2% | 4% | 13% | -1.0% | · | -10% | i | 0.3 | 10%
Cc1ccc(NC(=O)COC(=O)C2CCC(=O)N2)c([N+](=O)[O-])c1 (configuration not stated) | 7 | 700 | -2% | 6% | -5% | -1.4% | 4.2% | -5% | i | 0.2 | 13%
CN(Cc1ccon1)C(=O)CC1C(=O)NCCN1Cc1cccc(Oc2ccccc2)c1 (configuration not stated) | 1 | 691 | -3% | -3% | 7% | 9.0% | -2.4% | -2% | i | 0.6 | 3%
CCOc1ccc(OCC)c(NC(=O)C2CCCN(S(=O)(=O)c3ccc(C)cc3)C2)c1 (configuration not stated) | -10 | 785 | -5% | 19% | -1% | -0.1% | · | -1% | i | 1.7 | -1%
COc1ccc(NC(=O)c2ccc3c(=O)n(Cc4ccco4)c(=S)[nH]c3c2)c(OC)c1 | · | · | -10% | 34% | 41% | -0.6% | -22% | 6% | i | 0.4 | 8%
C#CCOc1c(/C=C\c2nc(O)c([N+](=O)[O-])c(=O)[nH]2)cc(Br)cc1OC | -3 | 789 | 74µM* | 9% | 8% | 9.5% | · | -2% | i | 0.7 | 7%

New compounds follow
SMILES | Lipid droplet | Lipid droplet cells 6.5 µM | NS5 inhibitors | HEK293 NOD2/NF-kB | Siah-1 displacement | HIV fusion peptide | XIAP displacement | LYP inhibition | Myeloid diff 2 | Myeloid diff 2 GFP+ MAC1+ % | AID2073 | others
N#Cc1ccsc1NC(=O)CCN1CCN(C(c2ccccc2)c2ccccc2)CC1 | -16 | 776 | 2% | 7% | -2% | -1.2% | · | -4% | i | 0.5 | 5%
Cc1ccc(/C=C/C(=O)N2CCN(c3ccc(F)cc3)CC2)o1 | -2 | 732 | -6% | 17% | 16% | 3.1% | -0.2% | 2% | i | 0.1 | 39%
COc1ccc(-c2c(C#N)c(SCc3c(C)noc3C)nc3c2C(=O)CC(C)(C)C3)cc1 | 5 | 659 | 2% | 5% | -1% | 0.8% | -4.9% | 10% | i | 2.2 | 3%
O=C1CCC(=O)N1CC1CC2CCC1C2 (configuration not stated) | 20 | 736 | 4% | 26% | 0% | -0.7% | · | 0% | i | 0.4 | 12%
Cc1cc(/C=C2/SC(=S)N(c3ccc([N+](=O)[O-])cc3)C2=O)c(C)n1-c1cccnc1 | -61 | 660 | -4% | 49% | 8% | 24% | -2.2% | 0% | i | 0.4 | 16%
O=C(Nc1ccc(NC(=O)C2CCCCC2)nc1)c1cccs1 | 16 | 720 | -2% | -13% | 8% | -0.8% | 17% | 1% | i | 0.0 | 5%
COCCNC(=O)C(c1ccncc1)N(C(=O)c1sc(C)nc1C)c1cccc(C)c1 (configuration not stated) | 6 | 685 | -6% | -2% | 1% | -1.3% | -5.2% | 0% | i | 0.4 | 1%
CCc1cccc(C)c1NC(=O)CN(C)Cc1ccccc1F | -24 | 597 | -6% | -14% | 5% | 0.5% | -11% | -4% | i | 0.9 | -8%
CCOc1ccc(NC(=O)CCNS(=O)(=O)c2cccs2)cc1 | 11 | 839 | -2% | -6% | -8% | 1.4% | -0.9% | -14% | i | 1.1 | 2%
CCC(CC)C(=O)Nc1cc(C(=O)OC)ccc1C(=O)OC | 1 | 699 | -8% | 16% | 4% | 1.2% | -9.1% | -8% | i | 0.7 | -2%
CN(C)C(CNC1CC(C)(C)NC(C)(C)C1)c1cccc(F)c1 (configuration not stated) | 17 | 676 | -3% | 2% | -1% | -1.2% | · | -10% | i | 0.3 | -5%
CCOC(=O)[C@@H]1[C@H]2COc3ccccc3[C@H]2N2C(=O)N(c3cccc(Cl)c3)C(=O)[C@@]12C | -6 | 846 | 4% | 2% | -3% | -0.8% | · | -8% | i | 2.4 | 7%
CCOCCCNC(=S)NC1CC2CCC(C1)N2Cc1ccccc1 (configuration not stated) | 0 | 693 | · | 13% | 4% | -1.4% | -1.1% | -2% | i | 0.1 | -17%
CCCNC(=O)c1cc(Cl)c(NC(=O)C2=CSCCO2)cc1OC | 6 | 718 | 15% | -3% | 3% | -1.8% | · | -6% | i | 1.4 | 4%
Cc1ccc(C23CCC(=O)N2C(C(=O)O)CS3)c(C)c1 (configuration not stated) | -12 | 783 | -7% | 2% | -1% | -0.2% | · | -8% | i | 0.9 | 7%
Cc1ccc(S(=O)(=O)N(C)CCCC(=O)NC(C)(C)CO)cc1 | 11 | 694 | 4% | 7% | 5% | 0.9% | -0.4% | -4% | i | 0.8 | 7%
CC(C)(C)C(=O)Nc1ccc(S(=O)(=O)N2CCCC2)cc1 | -2 | 820 | 9% | 3% | -1% | -0.6% | · | -3% | i | 0.9 | 16%
O=C(NCc1ccncc1)c1ccc(N2CCCC2)c([N+](=O)[O-])c1 | 6 | 647 | -3% | 10% | -11% | -2.1% | -0.4% | -6% | i | 0.2 | -4%
COc1ccc(CNc2oc(COc3ccccc3Cl)nc2C#N)cc1 | -29 | 734 | -4% | 25% | -2% | 2.4% | 19% | 4% | i | 0.9 | 3% | NS5 inhibitors pilot replicate=-3.6
Cc1[nH]n(-c2ccccc2)c(=O)c1-c1cccc(Cl)c1 | · | · | -13% | 2% | 3% | 2.8% | -2.6% | -9% | i | 0.5 | -6%
O=C(CN1CCCCC1)NNc1nc(-c2ccccc2)c2cc(Br)ccc2n1 | -2 | 748 | -2% | 23% | 18% | -1.8% | · | -8% | i | 0.4 | -15%
O=C(CN(Cc1ccccc1)C(=O)CCC(=O)Nc1nccs1)NCc1ccccc1 | 4 | 818 | -5% | 1% | 11% | 2.0% | · | -9% | i | 0.2 | -2%
O=C(NCC(=O)N(Cc1ccco1)C(C(=O)NC1CCCC1)c1cccnc1)c1cccs1 (configuration not stated) | · | · | -3% | 12% | 1% | 0.9% | -0.5% | 1% | i | 0.6 | ?
CN(C)CCN(Cc1cc2cc3c(cc2[nH]c1=O)OCO3)C(=S)NCC1CCCO1 (configuration not stated) | -6 | 693 | -4% | 14% | -2% | 0.3% | -5.6% | -14% | i | 0.7 | -5%
O=C1CC(SCc2nc3ccccc3[nH]2)C(=O)N1c1cccc(Cl)c1 (configuration not stated) | 13 | 767 | -3% | 2% | 1% | 1.3% | -4.8% | -2% | i | 1.0 | 1% | NS5 inhibitors pilot replicate=-9.4
O=C1C2C(C(=O)N1CCN1CCN(Cc3ccc([N+](=O)[O-])cc3)CC1)[C@H]1C=C[C@@H]2C1 (some centres not stated) | 1 | 785 | -10% | 20% | 3% | 0.3% | · | -3% | i | 0.3 | 1%
CCOCCCNC(=O)C(NC(=O)Cc1cccs1)c1ccc(Cl)cc1 (configuration not stated) | 23 | 683 | 5% | 9% | -2% | 1.4% | -2.3% | 0% | i | 0.9 | -7%
C(=N\Nc1nc(N2CCCC2)nc(N2CCCC2)n1)/c1cccnc1 | -12 | 658 | -5% | 31% | -5% | 0.9% | -2.2% | -7% | i | 0.1 | 6%

Some of the compounds tested; count on the stated rates, not on these rows.
